High-throughput results from PubChem BioAssay.
HIV fusion peptide = inhibitors of HIV fusion peptide binding, primary screen, biochemical, uHTS, fluorescence dequenching (AID 1986) | one-dose inhibition, % at 20 µM; IC50 in µM for titrated hits | 290,000 tested, 0.3% active | cell-free peptide binding, fluorescence dequenching, 30 min; higher % means a stronger effect; in the data active = inhibition mostly above about 52%, no sharp cut-off; inactive = mostly below about 76%; note: some results filed as inactive read as strong as hits
KOR beta-arrestin-1 = KOR agonists, beta-arrestin recruitment, primary screen, cell-based, luminescence, uHTS (AID 1777) | 280,000 tested, 0.02% active | activation, % at 10 µM, or EC50 in µM where a hit was titrated | KOR beta-arrestin recruitment, luminescence; higher % means a stronger effect; in the data active = activation above about 50%, passing the limit was not always enough; note: a part of the inactive calls stands beside numbers as strong as those of hits
KOR beta-arrestin-2 = KOR antagonists, beta-arrestin recruitment, cell-based, luminescence, uHTS (AID 1778) | 290,000 tested, 0.091% active | KOR beta-arrestin recruitment, luminescence, antagonist mode; higher % means a stronger effect | inhibition, % at 10 µM, or IC50 in µM where a hit was titrated; note: strong numbers were not always called active
Myeloid diff MLP = myeloid differentiation induction. calls only at 10 µM. ER-HoxA9 myeloid progenitors, lysozyme-GFP differentiation, flow cytometry. 360,000 tested, 1% active;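 active = normalized GFP-positive differentiation at or above the plate's own cutoff, the solvent-only control mean plus 3 SD; inconclusive = no clear call, values can overlap the other calls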;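 note: cells exposed to compound for four days before flow analysis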
SIAH1 antagonists = blockers of Siah-1 interaction with plectin peptide – biochemical, fluorescence polarization, rhodamine-plectin, uHTS, primary screen (AID 1817); displacement, % at 20 µM; hits with a dose series show IC50 in µM; Siah-1 / rhodamine-plectin peptide fluorescence polarization; higher % means a stronger effect; 290,000 tested, 0.02% active;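 active = displacement of at least 50% at 20 µM, with a fluorescence ratio check between 0.3 and a set limit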;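 note: plate controls were Siah plus tracer with DMSO for no effect and tracer alone without Siah for full effect; strong numbers were not always called active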
LYP inhibition = inhibitors of LYP phosphatase, biochemical, fluorescence intensity, uHTS (AID 1779); recombinant LYP phosphatase, fluorescence intensity; higher % means a stronger effect; one-dose inhibition, % at 11.5 µM; IC50 in µM for titrated hits; 290,000 tested, 0.054% active;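 note: plate controls were vehicle with enzyme for no effect and no enzyme for full effect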
Salmonella PhoP GFP = PhoP-dependent GFP reporter repression – Salmonella Typhimurium, primary screen (AID 1863). 300,000 tested, 0.16% active. S. Typhimurium PhoP-regulated promoter GFP reporter, 4 h; higher % means a stronger effect. inhibition, % at 50 µM; hits with a dose series show IC50 in µM;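 active = inhibition over 29.93%, a cutoff 3 SD above the screen mean, later confirmed by dose response; inconclusive = inhibition over 29.93% but no dose response follow-up; inactive = inhibition at most 29.93% or unconfirmed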;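 note: 0% = low Mg2+ inducing control and 100% = high Mg2+ repressing control; strong numbers were not always called active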
NOD2 inhibition = NOD2 signaling inhibitors, cell-based, luminescence, uHTS, HEK293 (AID 1566) | one-dose inhibition, % at 4 µM; EC50 in µM for titrated hits | 290,000 tested, 0.63% active | HEK293 NOD2/NF-kB luciferase reporter, luminescence; higher % means a stronger effect; note: many of its hits are not listed in these tables
NOD1 inhibition = NOD1 signaling inhibitors, primary screen, cell-based, luminescence, uHTS (AID 1578); NOD1-driven NF-kB luciferase reporter cells, luminescence; higher % means a stronger effect; inhibition, % at 4 µM; hits with a dose series show EC50 in µM; 290,000 tested, 1% active; in the data active = inhibition mostly above about 36%, no sharp cut-off; inactive = mostly below about 34%;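 note: HEK-293T reporter cells stimulated with the NOD1 agonist gamma-tri-DAP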
Myeloid diff MLP GFP+ MAC1+ % = further read-out of Myeloid diff MLP, marked with its call; GFP+ MAC1+ double positive, %; measured here: differentiation confirmed by MAC1 staining
* marks the source's active call; other numbers are inactive results; i = inactive; ? = inconclusive; · = not tested or not shown; [ ] = another dose, or the depositor's remark. Cut-off read from the data, not from the text of the source, unless noted: active = inhibition above about 50%; inactive = the rest. These rows are one share of the data (hit frequency here may not be typical).

mol	HIV fusion peptide	KOR beta-arrestin-1	KOR beta-arrestin-2	Myeloid diff MLP	Myeloid diff MLP GFP+ MAC1+ %	SIAH1 antagonists	LYP inhibition	Salmonella PhoP GFP	NOD2 inhibition	NOD1 inhibition
Cc1ccc(NC(=O)/C=C/c2cccc([N+](=O)[O-])c2)nc1	-1.7%	-3.4%	-10%	i	0.1	7%	-8%	-2%	4%	-44%
COc1ccc(OCC(=O)OC(C)CN2CCCCC2)cc1 (stereo not given)	-1.6%	·	-16%[20 µM]	i	1.1	-2%	-8%	1%	6%	-4%
COc1ccc(OC(C)C(=O)N2CC(C)OC(C)C2)cc1 (stereo not given)	-1.4%	-4.6%	-9%	i	4.7	2%	64%*	-3%	1%	-17%
CC(C)c1c(C(=O)N/N=C/c2c[nH]c3ccccc23)nnn1-c1nonc1N	-1.2%	2.6%	-36%	i	1.9	0%	-1%	10%	20%	-16%
COc1ccc(O)c(/C=N/Nc2nc3ccccc3[nH]2)c1	-3.1%	-1.0%	9%[20 µM]	i	0.1	-4%	-3%	-9%	-35%	-4%
CCc1nnc(NC(=O)c2ccc(S(=O)(=O)N3CCc4ccccc4C3)cc2)s1	1.7%	-2.6%	26%	i	0.8	7%	-10%	-6%	25%	-2%
COc1ccc(S(=O)(=O)NCC2CCCN(C(=O)C3CCCC3)C2)cc1 (stereo not given)	0.7%	12%	-18%	i	0.8	2%	-7%	-4%	-2%	-34%
CSc1nc(N2CCN(Cc3ccc4c(c3)OCO4)CC2)c2ccccc2n1	-1.6%	-2.1%	-40%	i	1.0	-2%	-2%	-1%	0%	0%
COc1ccc(C(CNC(=O)c2ccco2)N2CCCCC2)cc1 (stereo not given)	1.2%	0.4%	-8%	i	0.3	-3%	-5%	-8%	-9%	-44%
NC(=O)[C@@H]1CCCN1Cc1nc(Cc2ccccc2Cl)no1	-1.6%	-5.1%	-18%	i	0.0	6%	-2%	3%	-1%	-34%
COc1cc(/C=C/C(=O)OCC(=O)N2CCC(Cc3ccccc3)CC2)ccc1O	-3.2%	15%	-39%	i	0.4	0%	6%	10%	0%	5%
C=CCOc1ccc(C2NC(=S)NC(c3ccccc3)=C2C(C)=O)cc1OC (stereo not given)	0.9%	-5.6%	8%	i	0.6	4%	-2%	-2%	16%	-2%
CCCCNC(=O)[C@H]1C[C@H]1[C@@H](O)[C@H](CO)NC(=O)[C@H](COCc1ccccc1)NC(=O)OC(C)(C)C	-0.2%	-0.8%	-7%[20 µM]	i	2.5	2%	-8%	·	12%	13%
CCN(c1ccc(F)cc1)S(=O)(=O)c1cccc2nsnc12	0.4%	5.9%	-18%	i	0.1	-5%	-5%	4%	-7%	-14%
C=CCn1c(C(c2ccccc2)c2ccccc2)n[nH]c1=S	-2.4%	3.5%	16%	i	0.7	-1%	-1%	-7%	-9%	30%
S=C(NCCN1CCOCC1)Nc1ccccc1Cl	-0.5%	0.9%	-10%	i	0.8	-4%	-1%	4%	-20%	30%
CCc1ccc(S(=O)(=O)NCCc2cn3cccc(C)c3n2)s1	-1.0%	-5.7%	-14%	i	0.4	5%	-7%	11%	8%	-25%
Cc1ccc(C(=O)COC(=O)CNC(=O)CNC(=O)c2ccc(C)cc2)cc1	-1.4%	11%	-8%	i	2.0	-2%	-6%	-3%	2%	17%
CCS(=O)(=O)NCc1csc(-c2ccccc2)n1	-0.7%	-3.0%	24%	i	3.0	3%	-2%	-5%	1%	-11%
CC[C@H](C)[C@H](NC(N)=O)C(=O)Nc1ccc(NC(C)=O)cc1	0.6%	-1.2%	11%	i	0.5	0%	-2%	-7%	9%	-6%
CCn1nc(C)c(Oc2ccccc2O)c1C	0.2%	-2.7%	31%	i	0.6	0%	-14%	3%	25%	17%
CCOC(=O)CSc1nnc(Cn2nnc3ccccc32)n1-c1ccc(F)cc1	2.0%	-1.2%	4%	i	0.4	6%	-6%	-4%	5%	1%
COc1ccc(-c2cnnc(N/N=C/C(C)=C/c3ccccc3)n2)cc1	-2.5%	31%	40%	·	·	5%	0%	-4%	-5%	-27%
O=C(Nc1ccc(C(=O)N2CCOCC2)cc1)c1cccc([N+](=O)[O-])c1	0.3%	-4.7%	2%	i	0.1	-1%	-3%	-8%	2%	-35%
O=C(Nc1cccc(-c2cccc(Cl)c2)c1)C1CCN(C2CCC2)CC1	-1.4%	3.2%	-111%	i	4.3	-1%	-3%	-4%	24%	-17%
COc1cc(NC(C(=O)Nc2cccc(C(C)=O)c2)c2ccccc2)cc(OC)c1OC (stereo not given)	-0.4%	-3.0%	31%	i	0.3	-6%	2%	-6%	12%	-18%
COc1ccc(Oc2nc(-c3cccnc3)nc3ccccc23)cc1	-0.4%	4.9%	12%	i	0.9	1%	0%	-8%	20%	3%
CCN1CCN(CC(=O)N2N=C(c3cccs3)CC2c2ccc(OC)c(OC)c2)C(=O)C1=O (stereo not given)	-1.2%	-3.6%	0%	i	0.3	4%	3%	-6%	0%	-21%
Cc1cc2oc(C(=O)NC3CCS(=O)(=O)C3)c(C)c2cc1C (stereo not given)	-1.0%	-2.7%	2%	i	1.0	4%	0%	-2%	-17%	·
Cc1ccc(C(=O)Nc2nccs2)cc1S(=O)(=O)N1CCCCC1	3.7%	2.3%	-1%	·	·	4%	-4%	0%	4%	-15%
c1ccc(OCc2ccc(CCCN3CCOCC3)cc2)cc1	-0.3%	0.4%	8%	i	6.3	-1%	-9%	-5%	-6%	-36%
Cc1cccc(/C=N/c2sc3c(c2C#N)CCN(Cc2ccccc2)C3)c1O	8.5%	6.4%	13%	i	0.9	-7%	-7%	6%	4%	-10%
O=C(COC(=O)C12CC3CC(CC(C3)C1)C2)NC12CC3CC(CC(C3)C1)C2	2.1%	1.0%	-55%	i	0.6	4%	10%	11%	-15%	6%
COc1ccccc1NC(=O)N1CCN(c2ccc3nnc(-c4ccc(F)cc4)n3n2)CC1	-0.8%	1.3%	6%	i	0.2	15%	0%	-11%	10%	-5%
CC(=O)c1cc(N2CCOCC2)ccc1[N+](=O)[O-]	0.8%	2.0%	-5%	i	0.2	10%	-1%	0%	20%	-11%
O=[N+]([O-])c1ccc(COc2ccc(Br)cc2CN2CCOCC2)cc1	-0.9%	-1.8%	-11%	i	0.3	14%	-2%	-4%	2%	-11%
CCOC(=O)c1cnc(-n2nc(C)cc2C)nc1NCCO	-0.7%	4.5%	-34%	i	1.8	2%	-1%	-7%	-10%	11%
O=C(COc1ncnc2ccccc12)Nc1cc([N+](=O)[O-])ccc1Cl	-0.3%	-3.6%	14%	i	0.0	-2%	4%	0%	-25%	-25%
CCc1nnc(NC(=O)c2ccc3c(c2)C(=O)N(C(C)(C)C)C3=O)s1	0.8%	-3.8%	-14%	i	1.3	1%	-5%	15%	25%	-55%
Cc1nc2c(cc1C#N)C(=O)c1ccccc1-2	-0.1%	5.0%	19%	i	0.2	-5%	-11%	12%	-2%	-6%
C=CCNC(=S)Nc1ccccc1-c1nnc2n1CCCCC2	-0.8%	6.4%	-68%	i	2.8	-2%	-11%	-2%	-6%	-28%
COc1ccccc1CNC(=O)c1ccc(NS(=O)(=O)c2c(C)noc2C)cc1	-3.1%	-4.2%	5%	i	1.0	-1%	2%	10%	19%	-8%
CCOC(=O)C1CCN(C(=O)C(C)Sc2ccc(Cl)cc2)CC1 (stereo not given)	0.8%	1.0%	-46%	i	0.0	9%	-7%	2%	13%	-8%
CC1(C)CC(=O)C2=C(C1)N(CC1CCCO1)C(=O)NC2(C(F)(F)F)C(F)(F)F (stereo not given)	1.1%	3.4%	-1%	i	6.5	3%	-1%	4%	7%	-3%
C/C(=N\NC(=O)c1cc(C(C)C)[nH]n1)c1ccncc1	-1.1%	5.5%	-35%	?	·	3%	-4%	9%	-15%	-35%
O=C(NCCO)C(F)(F)C(F)(F)C(F)(F)OC(F)(C(=O)NCCO)C(F)(F)F (stereo not given)	-1.1%	-1.4%	-6%	i	4.4	0%	-1%	1%	12%	1%
C/C=C/c1ccc(OCC(O)CNCCc2ccc(OC)cc2)c(OC)c1 (stereo not given)	-1.3%	-1.7%	18%	i	0.8	5%	-6%	5%	8%	-11%
CCC(=O)N(CC(=O)Nc1sc(C)c(C)c1C(N)=O)Cc1ccc(F)cc1	1.0%	-1.1%	2%	i	0.7	0%	2%	-4%	13%	-7%
O=C(CCC(=O)N1CCOc2ccccc21)NCCCN1CCOCC1	0.8%	-1.2%	-4%[20 µM]	i	5.0	-3%	-16%	·	21%	12%
CN(c1ccccc1C(=O)Nc1cccc(Br)c1)S(=O)(=O)c1ccccc1	0.5%	-2.6%	-46%[20 µM]	i	0.8	1%	-8%	-2%	2%	11%
Cc1cc2c(cc(C(=O)OCC(=O)NCc3cccs3)n2C(C)C)o1	2.1%	-3.3%	-101%	·	·	6%	4%	-7%	-12%	-38%
CCN(CC)c1ccc(CN(C(=O)c2cccs2)C2CCS(=O)(=O)C2)cc1 (stereo not given)	-2.1%	8.9%	-8%	i	2.3	-4%	-10%	4%	5%	-5%
CC(=O)c1ccccc1OCCOc1ccccc1C(C)=O	0.4%	-0.4%	13%	i	0.2	11%	-10%	7%	6%	-11%
Cc1cc(C)nc(NS(=O)(=O)c2ccc(NS(=O)(=O)c3ccsc3)cc2)n1	-0.3%	-2.2%	1%	i	0.2	-2%	-4%	1%	4%	-3%
CCc1ccc(C2c3[nH]c4ccccc4c3CCN2C(=O)c2ccc(=O)n(C)n2)cc1 (stereo not given)	1.2%	1.2%	3%	i	0.5	4%	4%	0%	16%	-18%
CC(=O)c1cc2c(cc1N(C(=O)c1ccco1)C(C(=O)NC1CCCC1)c1ccccc1F)OCO2 (stereo not given)	-1.5%	-6.4%	-4%	i	3.8	9%	-9%	9%	-1%	-23%
Cc1c(NC(N)=O)c(=O)n(-c2ccccc2)n1C	-0.9%	·	-48%[20 µM]	i	0.5	-1%	-8%	6%	-2%	55%*
COc1ccc(C(=O)Cn2c(C(=O)/C=C/c3ccccc3)nc3ccccc32)cc1	-1.4%	13%	22%	i	0.7	-1%	-5%	-5%	-59%	66%
NNC(=O)CNC(=O)C12CC3CC(CC(C3)C1)C2	-1.6%	2.0%	-34%[20 µM]	i	0.8	0%	-6%	4%	-2%	-12%
